# Screening data from PubChem.
# Neddyl block: blocks human cullin neddylation; P61081+Q13564; TR-FRET cullin neddylation, biochemical; calls only at 25 µM; actives 0.58% (n = 360,000); AID 651699; in the data active means inhibition above about 36%
# Scp1 inh: blocks human Scp-1 phosphatase activity; inhibition, % at 20 µM; AID 493091; Recombinant Scp1, phosphopeptide, malachite green phosphate absorbance; actives 0.88% (n = 340,000);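 active means inhibition above about 50% at 20 µM, limit read from the data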;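 further: plate controls were DMSO wells with enzyme for no effect and wells lacking enzyme for full effect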
#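 Test system – truncated SCP-1 phosphatase (76-261aa) · Reagent – Phosphorylated 17-residue peptide substrate · Incubation – 45 min room-temperature reaction, 5 min colour, 30 min stabiliser · Detection – colorimetric phosphate reagent with accelerator and stabiliser, absorbance at 630 nm · Measure – % inhibition at 20 µM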
# LMPTP block: blocks human LMPTP phosphatase | inhibition, % at 20 µM | actives 0.22% (n = 360,000) | AID 651560 | recombinant LMPTP-A, OMFP fluorogenic substrate, fluorescence intensity | P24666;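 active means compounds that cut the enzyme signal by at least half of the control window in the single-dose screen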;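 further: plate controls were DMSO wells with enzyme plus substrate for no effect and substrate without enzyme for full effect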
# Target sequence (P24666 whole entry, looked up): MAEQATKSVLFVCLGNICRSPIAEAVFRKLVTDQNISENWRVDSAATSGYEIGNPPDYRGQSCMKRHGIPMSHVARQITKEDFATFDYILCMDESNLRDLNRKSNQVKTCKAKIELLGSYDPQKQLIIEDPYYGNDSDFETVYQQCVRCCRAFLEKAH
#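 Test system: LMPTP-A, protein tyrosine phosphatase of low molecular weight; Input: 0.625 nM enzyme; Incubation: 50 min dark incubation at room temperature; Signal: endpoint fluorescence intensity from OMFP dephosphorylation; Read-out basis: % inhibition versus control wells.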
# TbMetRS inhib: blocks T. brucei methionyl-tRNA synthetase activity | AID 624268 | inhibition, % at 11.9 µM | actives 0.4% (n = 360,000) | purified T. brucei MetRS, ATP depletion, Kinase-Glo luminescence;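 active means inhibition above a per-plate cutoff of the control wells' mean inhibition plus 3 SD, cut at about 5.5% in these data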;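 further: 0% = DMSO wells median and 100% = median of wells with control inhibitor compound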
#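 Test system – parasite MetRS enzyme · Reagent – substrates ATP, L-methionine and bulk Escherichia coli tRNA · Doses – 11.9 µM compound single dose, 0.9% DMSO · Times – 15 min enzyme-compound preincubation, 2 h reaction, 10 min detection, 25 °C · Signal – Kinase-Glo luminescence, ATP depletion format · Controls – DMSO-only wells as low control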
# DNMT1 block: inhibitors of human DNMT1; inhibition (reported as % activation of signal), % at 10 µM; P26358; DNMT1 molecular beacon, Hinp1I cleavage, fluorescence; actives 0.83% (n = 360,000); in the data active means inhibition above about 50%
# NadD inh: inhibitors of Staphylococcus aureus NadD; purified NadD enzyme, colorimetric absorbance read-out; inhibition, % at 20 µM; actives 0.78% (n = 360,000); AID 602399; in the data active means inhibition above about 26%; further: some compounds past the cut are filed as inactive
# STEP inh: STEP (human) phosphatase inhibition | recombinant STEP, OMFP fluorogenic substrate, fluorescence | inhibition, % at 20 µM | actives 0.25% (n = 360,000);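 active means inhibition at 20 µM, scaled per plate between control wells, above about 37%, limit read from the data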;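 further: 0% = DMSO with enzyme and substrate and 100% = substrate only without enzyme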
#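 System: STEP (striatal-enriched tyrosine phosphatase) enzyme, cell-free; medium: Bis-Tris pH 6.0 buffer with DTT, detergent; dosing: 20 µM, 1% DMSO; times: reaction 20 min, ambient temperature; detection: fluorescence, 480/540 nm; read-out basis: normalized % inhibition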
# CendR NRP1 mod: NRP-1/CendR interaction modulation; O14786; FAM-RPARPAR peptide binding to NRP-1, fluorescence polarization; inhibition, % at 25 µM; actives 0.85% (n = 360,000); AID 602438;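 active means inhibition or corrected inhibition above about 18%, plus a signal ratio from 0.5 to 1.5, limit read from the data, passing the limit was not always enough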; further: strong numbers were not always called active
# Target sequence (O14786 whole entry, looked up): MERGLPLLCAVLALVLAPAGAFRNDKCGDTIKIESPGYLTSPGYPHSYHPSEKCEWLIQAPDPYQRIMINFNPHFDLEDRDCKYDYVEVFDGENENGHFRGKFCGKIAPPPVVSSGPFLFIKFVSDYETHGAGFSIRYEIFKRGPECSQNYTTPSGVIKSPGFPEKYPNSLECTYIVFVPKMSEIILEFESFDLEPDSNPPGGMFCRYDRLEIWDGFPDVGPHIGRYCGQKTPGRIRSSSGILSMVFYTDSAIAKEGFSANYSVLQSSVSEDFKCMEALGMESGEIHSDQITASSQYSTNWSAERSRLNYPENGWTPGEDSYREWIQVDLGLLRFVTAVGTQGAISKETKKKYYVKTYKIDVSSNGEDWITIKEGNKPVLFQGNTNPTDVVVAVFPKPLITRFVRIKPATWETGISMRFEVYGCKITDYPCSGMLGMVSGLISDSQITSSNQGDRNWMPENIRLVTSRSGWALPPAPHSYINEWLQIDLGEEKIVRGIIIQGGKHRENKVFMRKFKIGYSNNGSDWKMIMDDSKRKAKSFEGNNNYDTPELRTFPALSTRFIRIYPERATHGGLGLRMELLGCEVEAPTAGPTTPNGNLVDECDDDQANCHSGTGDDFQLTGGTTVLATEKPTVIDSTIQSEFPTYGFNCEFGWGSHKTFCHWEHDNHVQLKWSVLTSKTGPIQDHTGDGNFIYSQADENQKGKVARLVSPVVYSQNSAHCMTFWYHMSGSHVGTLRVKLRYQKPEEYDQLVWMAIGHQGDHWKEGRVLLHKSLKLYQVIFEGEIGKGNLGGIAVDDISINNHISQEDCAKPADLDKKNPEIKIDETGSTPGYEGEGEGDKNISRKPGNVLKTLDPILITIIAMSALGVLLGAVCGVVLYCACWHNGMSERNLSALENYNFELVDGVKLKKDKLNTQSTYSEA
# SKN-1 block: blocks SKN-1 activity in C. elegans | actives 0.49% (n = 360,000) | C. elegans VP596 Pgst-4::GFP/RFP ratio, acrylamide-induced, 24 h | inhibition, % at 21.8 µM;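 active means interference check ratio from 0.5 to 1.5 plus GFP to RFP signal ratio inhibition reaching or exceeding a fixed threshold, cut at about 30% in these data, passing the limit was not always enough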; further: some compounds called inactive have numbers as strong as hits
# SUMO1-SIM PPI: SUMO1-SIM interaction modulation | P63165 | SUMO1 binding to a labelled peptide, TR-FRET, 1 h | inhibition, % at 20 µM | actives 0.33% (n = 360,000); in the data active means inhibition above about 37%
# An asterisk follows results filed as active; i = inactive; · = not tested or not shown.
entry	structure	Neddyl block	Scp1 inh	LMPTP block	TbMetRS inhib	DNMT1 block	NadD inh	STEP inh	CendR NRP1 mod	SKN-1 block	SUMO1-SIM PPI
1	COC(=O)c1cc2c(s1)CS(=O)C2 (stereo not drawn)	i	-4	-1.5	-0.6	4	-3	2	0	4	-4
2	CN(Cc1ccccc1)C(=O)c1[nH]cnc1C(=O)Nc1ccc(Cl)cc1	i	-8	1.8	0.4	-4	2	-1	2	-9	-1
3	Cc1ccc(NC(=O)c2ccccc2NC(=O)c2cccnc2)cc1	i	-5	-1.7	-1.6	1	5	-2	-1	20	3
4	O=C(NCCC1=CCCCC1)C1CC(=O)N(C2CCCCC2)C1 (stereo not drawn)	i	10	-1.9	-0.2	-1	-7	1	-2	20	-6
5	CCOC(=O)Cn1nc(C)c(NC(=O)c2ccc([N+](=O)[O-])c(C)c2)c1C	i	-1	-1.6	-1.6	1	2	-3	23	12	-9
6	Cn1c(=O)c2c(ncn2Cc2cc(-c3ccccc3)no2)n(C)c1=O	i	-2	-1.1	-1.1	0	0	-1	-20	9	3
7	O=C(C1CCCN1S(=O)(=O)c1ccc(Cl)cc1)N1CCN(c2ccccc2)CC1 (stereo not drawn)	i	5	0.6	-0.5	0	2	2	-4	-3	1
8	Cc1ccc(OCC(=O)c2cc(C)n(CC(F)(F)F)c2C)c([N+](=O)[O-])n1	i	1	2.2	-0.8	2	-3	-3	1	3	-13
9	O=C(c1ccc(N2CCN(C(=O)c3ccc(F)c(F)c3)CC2)cc1)c1cccc(F)c1	i	-10	4.2	1.3	1	-5	3	1	15	-13
10	C/C(=N\Nc1nc(C)cc(-c2ccccc2)n1)c1ccc(F)cc1	i	6	-1.5	-0.9	1	-2	1	10	-5	-4
11	CCc1cccc2c(C(=O)Cn3nnc(-c4ccc(OC)c(OC)c4)n3)c[nH]c12	i	-24	4.4	-1.3	-20	-11	1	-5	-6	-3
12	CC(C)(C)OC(=O)C[C@H]1C/C=C\C[C@@H](CC(=O)N(CCO)Cc2ccccc2)C(=O)N[C@@H](c2ccccc2)COC1=O	i	-4	1.1	-0.4	-6	2	-1	14	3	5
13	O=C(CN1C(=O)COc2ccccc21)NCCCN1CCc2ccccc2C1	i	-5	-0.3	-0.6	3	2	1	0	5	-3
14	COc1coc(C(O)CN)cc1=O (stereo not drawn)	i	-7	-1.9	-0.8	3	0	-1	8	12	-5
15	Cc1nnc2n(-c3ccccc3)c(=O)c3c4c(sc3n12)COC(C(C)C)C4 (stereo not drawn)	i	-3	-0.8	0.4	-1	10	-4	5	10	3
16	CCOc1ccccc1NC(=O)CN1CCC(NC(=O)Nc2ccccc2)CC1	i	-1	0.4	-0.3	-3	-7	-1	0	2	-1
17	Cn1cnc(S(=O)(=O)N2CCCCC2c2cc(C(=O)NCc3ccc(Cl)c(Cl)c3)no2)c1 (stereo not drawn)	i	·	0.4	-0.2	-5	-1	-2	-6	9	3
18	CC(=O)NC(CC(=O)Nc1nc(-c2ccccc2)c(C(C)=O)s1)c1ccccc1 (stereo not drawn)	i	31	0.4	0.1	-2	3	-1	-5	8	-21
19	COc1ccccc1-c1nc(C#N)c(NCCCn2ccnc2)o1	·	-7	-5.2	-0.8	3	-8	-4	1	1	0
20	CCCn1c(SCC(=O)C(C)(C)C)nc2ccccc21	i	-6	-0.2	-0.9	0	-1	-1	5	6	4
21	CC1CCCN(c2cc(N(C)CCO)c([N+](=O)[O-])c3nonc23)C1 (stereo not drawn)	i	2	5.0	0.4	0	1	6	-6	13	-38
22	O=C(Nc1ccc2c(c1)OCO2)c1cccc(S(=O)(=O)N2CCOCC2)c1	i	1	-1.8	-0.1	0	-6	-2	-7	14	3
23	CC1CCN(S(=O)(=O)c2ccc(NC(=O)CCN3C(=O)C4CC=CCC4C3=O)cc2)CC1 (stereo not drawn)	i	-2	-0.8	-0.3	-5	2	0	-3	-10	-4
24	COc1cc(CC(=O)Nc2cccc(S(=O)(=O)N(C)c3ccccc3)c2)cc(OC)c1OC	i	-11	0.6	-0.6	-2	-11	0	16	-15	4
25	O=C(O)CCC(=O)Nc1ccc(Cc2ccc(NC(=O)CCC(=O)O)c(O)c2)cc1O	i	-7	10.0	0.1	0	5	-1	-13	29	11

# Whole records, quoted from the list. Order of screens: Neddyl block, Scp1 inh, LMPTP block, TbMetRS inhib, DNMT1 block, NadD inh, STEP inh, CendR NRP1 mod, SKN-1 block, SUMO1-SIM PPI
# Entry for O=C(Nc1ccc2c(c1)OCO2)c1cccc(S(=O)(=O)N2CCOCC2)c1 = i, 1, -1.8, -0.1, 0, -6, -2, -7, 14, 3
# Entry for Cn1cnc(S(=O)(=O)N2CCCCC2c2cc(C(=O)NCc3ccc(Cl)c(Cl)c3)no2)c1 (stereo not drawn) = i, ·, 0.4, -0.2, -5, -1, -2, -6, 9, 3

# Structures shown so far that have a tert-butyl group (two):
entry	structure	Neddyl block	Scp1 inh	LMPTP block	TbMetRS inhib	DNMT1 block	NadD inh	STEP inh	CendR NRP1 mod	SKN-1 block	SUMO1-SIM PPI
12	CC(C)(C)OC(=O)C[C@H]1C/C=C\C[C@@H](CC(=O)N(CCO)Cc2ccccc2)C(=O)N[C@@H](c2ccccc2)COC1=O	i	-4	1.1	-0.4	-6	2	-1	14	3	5
20	CCCn1c(SCC(=O)C(C)(C)C)nc2ccccc21	i	-6	-0.2	-0.9	0	-1	-1	5	6	4

# Next entries follow.
entry	structure	Neddyl block	Scp1 inh	LMPTP block	TbMetRS inhib	DNMT1 block	NadD inh	STEP inh	CendR NRP1 mod	SKN-1 block	SUMO1-SIM PPI
26	CN1C(=O)NC(c2ccccc2[N+](=O)[O-])C2=C1CC(C)(C)CC2=O (stereo not drawn)	i	-6	-1.7	-0.8	-11	-1	2	-4	-7	-11
27	O=C(CCC1CCCN(C2C3CC4CC(C3)CC2C4)C1)NCc1ccc(F)c(F)c1 (stereo not drawn)	i	-12	-0.6	-0.7	2	-8	-1	-8	6	-4
28	CCN(CC)CCN(C(=O)Cn1nnc(-c2ccc(OC)c(OC)c2)n1)C(C(=O)NC1CCCC1)c1ccc(F)cc1 (stereo not drawn)	i	13	-1.9	-0.8	22	2	-2	-4	8	0
29	CCS(=O)(=O)NC(C)C(c1cccs1)N1CCN(c2ccc(OC)cc2)CC1 (stereo not drawn)	i	-11	1.1	0.7	5	-1	-3	4	1	-2
30	CC(C)C(=O)NCCCc1ccccc1	i	-2	-1.6	-1.0	8	-2	-2	18	0	0
31	O=C(CCl)NCCCN(C(=O)C(Cl)Cl)c1ccc([N+](=O)[O-])cc1	i	1	-0.2	1.2	0	2	-1	9	10	-12
32	O=C(NCCN1CCN(c2ccccc2)CC1)c1ccc(NC(=O)C2CCCO2)cc1 (stereo not drawn)	i	-1	-1.3	-1.2	-1	4	1	6	-20	2
33	Cc1ccc2[nH]c(=O)c(-c3nc4c(C)cccn4c3NCc3ccco3)cc2c1	i	-9	4.8	-1.4	50*	-2	2	16	17	-4
34	C/C(=N/Nc1ccccc1[N+](=O)[O-])c1ccc(C)c([N+](=O)[O-])c1	i	-7	-1.3	-0.1	-1	-2	2	-9	14	-3
35	CCOC(=O)C1(Cc2ccccc2)CCN(Cc2ccc3cc(NC(C)=O)ccc3n2)CC1	i	-7	0.7	-0.2	-5	0	-2	-11	-7	-6
36	C[C@@H]1CN([C@H](C)CO)C(=O)c2c(c3ccccc3n2C)-c2ccccc2CO[C@@H]1CN(C)Cc1ccc(O)cc1	i	·	-1.0	-0.7	-1	3	3	2	2	-1
37	CCOC(=O)Cc1csc(NC(=S)NC(=O)c2ccc(F)cc2)n1	i	0	0.2	-1.5	0	-1	2	-7	-1	2
38	O=C(NCCN1C(=O)C2C3C=CC(C3)C2C1=O)NCc1ccccc1 (stereo not drawn)	i	-10	-1.4	-0.1	2	-2	0	6	12	5
39	Cc1cccc(CCNC(=O)c2cccc(N3CCCC3=O)c2)c1	i	5	2.7	-0.6	2	-6	-2	2	-15	0
40	CCc1ccc(C(=O)NNC(=O)Cn2c(=O)cnc3ccccc32)cc1	i	-10	-0.9	-0.2	1	3	0	5	-4	1
41	CCOC(=O)C(C)N1CC(=O)N(c2ccccc2)C1=O (stereo not drawn)	i	-10	-0.9	-0.4	-1	-2	1	2	12	2
42	NC(=S)NNc1cccc(Cl)c1	i	-4	-0.9	-0.6	1	-3	-1	-11	-6	1
43	COc1ccc(-c2nnn(CC(=O)N(CCCO)C(C(=O)NC3CCCC3)c3ccc(F)cc3)n2)cc1 (stereo not drawn)	i	-11	1.2	-0.2	0	-6	5	7	3	1
44	Cc1ccc(-c2nn3c(C)nnc3s2)cc1NC(=O)C(C)C	i	15	-1.4	-0.8	3	-4	1	-7	-8	5
45	O=C(CNc1ccccc1Cl)Nc1cc(S(=O)(=O)N2CCOCC2)ccc1Cl	i	-5	1.0	-0.1	0	-1	-2	4	-7	0
46	NC(=O)CCC(NS(=O)(=O)c1ccc(Cl)cc1)C(=O)NCc1ccc(Cl)cc1 (stereo not drawn)	i	-9	-2.0	-0.4	7	2	-1	-2	4	7
47	O=C(NCc1ccccn1)C1(C(F)(F)F)C/C(=C\CCO)CCCO1 (stereo not drawn)	i	-3	-1.0	-0.4	-2	0	0	7	9	-4
48	Cc1cc(NC(=O)CS(=O)CC(=O)Nc2c(C)cccc2C)ccc1-n1cnnn1 (stereo not drawn)	i	-1	0.4	0.0	-1	2	-3	-5	6	0
49	COc1cc([C@H]2c3c(cc(OC)c(O)c3OC)C[C@@H](CO)[C@@H]2CO[C@@H]2O[C@H](CO)[C@@H](O)[C@H](O)[C@H]2O)cc(OC)c1O	i	-10	-0.1	0.7	2	2	-1	8	12	3
50	Cc1ccc(N=C2NC(=O)C(CC(=O)NCc3ccccc3)S2)cc1C (stereo not drawn)	i	0	-0.5	0.7	-4	-3	0	-3	15	1
51	NS(=O)(=O)c1ccc(NC(=O)Nc2ccc3c(c2)OCO3)cc1	i	-7	4.5	0.0	0	-4	-1	6	-12	5
52	O=C(Nc1c(C(=O)NCc2ccco2)cnn1-c1ccccc1)c1ccc(F)cc1	i	-13	-1.8	-0.4	0	8	0	3	-7	4
53	CCC1(c2ccccc2)NC(=O)N(CC(=O)N2CCN(S(=O)(=O)c3ccccc3)CC2)C1=O (stereo not drawn)	i	1	-0.6	-0.1	1	-1	0	4	11	1
54	CCOc1ccc(C(=O)Nc2ccc3[nH]ncc3c2)cc1	i	1	-0.3	-1.1	-1	0	0	2	24	2
55	Cc1cc(C)c(S(=O)(=O)NCc2ccncc2)c(C)c1	i	-8	-2.6	0.3	-1	-2	-4	6	-2	2
56	COc1cccc(CNC(=O)Cn2cccc2)c1	i	5	-0.8	-1.1	1	-4	-3	-13	2	-2
57	CCC/C(=C1/C(=O)CC(C)(C)C(C(=O)OC)C1=O)N1CCCC1 (stereo not drawn)	i	0	-1.2	-2.0	1	-4	1	-11	8	-3
58	CCOC(=O)N1CCC(NC(=S)Nc2ccc3nc(N4CCN(C)CC4)cc(C)c3c2)CC1	i	-10	-1.4	-0.2	0	-8	4	3	4	4
